Screens deposited in PubChem by several laboratories.
TROY NFkB inh = TROY signaling inhibition; Q293 LMP1-TROYcd NF-kB luciferase reporter, 4 h; inhibition, % at 10 µM; 360,000 tested, 0.98% active; AID 1347056;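 active means compounds whose plate-normalised and pattern-corrected inhibition of the luciferase reporter signal at the single screening dose is 50% or more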
KKLEB cytotox = CF airway cell cytotoxicity counter-screen; KKLEB CF airway cells viability, ATPlite luminescence, overnight; active compounds read low; cells stimulated with P. aeruginosa culture filtrate; AID 602141; activity change (cytotoxicity), % at 5 µM; 360,000 tested, 0.36% active;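 active means corrected activity change at or below -50% at 5 µM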
SRC2 inh = inhibits human steroid receptor coactivator 2 | Q15596 | HEK293 GAL4-SRC2 luciferase reporter, luminescence | inhibition, % at 9 µM | 370,000 tested, 0.17% active | AID 651957;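 active means inhibition above the mean inhibition of all tested compounds plus 3 SD, set per campaign, cut at about 52% in these data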;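 further: 0% = DMSO treated cells and 100% = cells given Gossypol at 36 µM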
Target sequence (Q15596 whole entry, looked up, the tested form may be a part): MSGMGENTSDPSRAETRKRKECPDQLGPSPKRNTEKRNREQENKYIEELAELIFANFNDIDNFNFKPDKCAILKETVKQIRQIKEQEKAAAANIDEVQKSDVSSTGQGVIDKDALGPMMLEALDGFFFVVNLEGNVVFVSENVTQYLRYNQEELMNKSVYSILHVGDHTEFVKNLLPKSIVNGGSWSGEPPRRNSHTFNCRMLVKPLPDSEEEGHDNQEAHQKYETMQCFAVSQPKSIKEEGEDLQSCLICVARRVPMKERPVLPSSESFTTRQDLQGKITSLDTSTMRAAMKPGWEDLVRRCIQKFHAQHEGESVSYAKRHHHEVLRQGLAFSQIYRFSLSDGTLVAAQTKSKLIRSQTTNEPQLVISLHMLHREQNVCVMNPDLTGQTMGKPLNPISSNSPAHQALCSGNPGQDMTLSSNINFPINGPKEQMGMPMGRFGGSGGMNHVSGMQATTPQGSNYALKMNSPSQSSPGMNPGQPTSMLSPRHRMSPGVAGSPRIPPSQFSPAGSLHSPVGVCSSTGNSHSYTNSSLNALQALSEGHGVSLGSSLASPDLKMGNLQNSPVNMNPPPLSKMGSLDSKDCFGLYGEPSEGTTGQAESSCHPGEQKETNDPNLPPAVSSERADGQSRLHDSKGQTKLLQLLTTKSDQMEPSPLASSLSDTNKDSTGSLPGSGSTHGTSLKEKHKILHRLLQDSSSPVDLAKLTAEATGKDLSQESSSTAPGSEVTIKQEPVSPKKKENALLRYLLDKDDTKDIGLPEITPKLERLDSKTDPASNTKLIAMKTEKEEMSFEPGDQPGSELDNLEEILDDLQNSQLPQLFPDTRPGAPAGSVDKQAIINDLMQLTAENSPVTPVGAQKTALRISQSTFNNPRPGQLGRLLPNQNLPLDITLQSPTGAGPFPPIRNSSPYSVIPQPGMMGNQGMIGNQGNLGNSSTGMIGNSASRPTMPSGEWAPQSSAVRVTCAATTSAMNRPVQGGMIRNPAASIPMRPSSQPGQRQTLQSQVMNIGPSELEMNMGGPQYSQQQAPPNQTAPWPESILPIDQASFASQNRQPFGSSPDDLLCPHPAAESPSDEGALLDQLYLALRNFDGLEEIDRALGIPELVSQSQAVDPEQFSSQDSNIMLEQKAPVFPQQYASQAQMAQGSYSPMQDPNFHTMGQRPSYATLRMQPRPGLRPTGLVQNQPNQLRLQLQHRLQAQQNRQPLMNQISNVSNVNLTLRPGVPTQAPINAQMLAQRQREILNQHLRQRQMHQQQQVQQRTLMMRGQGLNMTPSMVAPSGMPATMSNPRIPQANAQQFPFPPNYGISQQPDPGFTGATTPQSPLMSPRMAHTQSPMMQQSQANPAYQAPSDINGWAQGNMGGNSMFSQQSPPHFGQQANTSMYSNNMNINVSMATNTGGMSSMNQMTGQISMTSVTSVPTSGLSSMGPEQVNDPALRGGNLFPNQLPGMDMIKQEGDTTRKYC
TWEAK Fn14 block = TWEAK-Fn14 signaling inhibition. 360,000 tested, 2% active. TWEAK-stimulated Fn14 reporter cells, luciferase luminescence, 8 h. AID 1159606. inhibition, % at 10 µM; in the data active means inhibition above about 50%
NR5A2 inv ag = suppresses constitutive activity of human LRH-1; O00482; HEK293T StAR-luciferase reporter, LRH-1 transfected, 24 h; inhibition, % at 3.6 µM; 360,000 tested, 0.13% active; AID 602396;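 active means inhibition above the mean inhibition of all tested compounds plus 3 SD, cut at about 73% in these data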;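 further: 0% = DMSO wells and 100% = reporter-only cells lacking LRH-1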
NCOA3 inh = human NCOA3 inhibition; Q9Y6Q9; 360,000 tested, 0.17% active; HEK293 GAL4-SRC3 luciferase reporter, luminescence; inhibition, % at 3.6 µM;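 active means inhibition above a per-campaign cutoff, the mean of all compounds plus 3 SD, cut at about 60% in these data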;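 further: 0% = DMSO-treated cells and 100% = gossypol-treated cells at 36 µM; higher means less SRC3-driven luciferase light from the GAL4 reporter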
EBV LMP1 NFkB = inhibitors of Epstein-Barr LMP1-induced NF-kappaB reporter; LMP1-induced NF-kappaB luciferase reporter cells, luminescence; inhibition, % at 12.5 µM; 350,000 tested, 0.69% active; AID 504558; in the data active means inhibition above about 41%;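 further: 0% = neutral control wells and 100% = reference inhibitor control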
NCOA1 inh = inhibits human SRC1 coactivator; 360,000 tested, 0.12% active; Q15788; inhibition, % at 3.6 µM; HEK293 GAL4-SRC1 luciferase reporter, luminescence;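 active means inhibition above the campaign mean plus 3 SD, with each screening campaign given its own cutoff, cut at about 60% in these data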;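 further: 0% = DMSO treated cells and 100% = gossypol at 36 µM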
NR2F2 inh = NR2F2 (human) inhibition, primary screen; 370,000 tested, 0.7% active; HEK293T NGFI-A luciferase reporter, luminescence; inhibition, % at 8.6 µM; P24468; AID 686940;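 active means inhibition above a per-plate cutoff, mean inhibition of test wells between control levels plus 3 SD, cut at about 38% in these data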;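 further: cells cotransfected with COUP-TFII expression vector driving the NGFI-A reporter; 0% = median of COUP-TF2 test wells and 100% = reporter-only cells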
C8 TRAIL sens = caspase-8 TRAIL sensitization | AID 624354 | inhibition (viability loss, TRAIL sensitization), % at 10 µM | NB7+C8 cells + TRAIL, ATPlite viability luminescence | 360,000 tested, 1% active;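 active means compounds causing at least 50% loss of cell viability in the single-dose screen, relative to plate controls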
CF NFkB inh = inhibitors of cystic fibrosis induced NF-kB. AID 588850. KKLEB NF-kB-GFP reporter, PAF-induced, GFP fluorescence overnight. 360,000 tested, 0.86% active. inhibition, % at 5 µM;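 active means at least 50% inhibition at 5 µM, scaled per plate between neutral and stimulator controls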;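 further: PAF is a Pseudomonas aeruginosa culture filtrate used as stimulus; plate controls were PAF-stimulated DMSO wells for no effect and unstimulated DMSO wells for full effect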
The depositor's hits bear a star.

Screening O=C(Cc1nc(-c2cnccn2)no1)NNC(=O)Nc1ccccc1 returned TROY NFkB inh 21, KKLEB cytotox 7, SRC2 inh -12, TWEAK Fn14 block 1, NR5A2 inv ag -4, NCOA3 inh -1, EBV LMP1 NFkB -4, NCOA1 inh -6, NR2F2 inh 1, C8 TRAIL sens 16 and CF NFkB inh 1.
`CN1CCC[C@H]1CCNC(=O)c1c(-c2ccsc2)sc2ccccc12` gave TROY NFkB inh -21, KKLEB cytotox 0, SRC2 inh -1, TWEAK Fn14 block -19, NR5A2 inv ag 7, NCOA3 inh -2, EBV LMP1 NFkB -2, NCOA1 inh 1, NR2F2 inh 11, C8 TRAIL sens -14 and CF NFkB inh -22.
Screening COc1ccccc1C(=O)NC1CC(C)(C)NC(C)(C)C1 returned TROY NFkB inh 17, KKLEB cytotox 1, SRC2 inh -3, TWEAK Fn14 block -8, NR5A2 inv ag -6, NCOA3 inh 0, EBV LMP1 NFkB 9, NCOA1 inh -91, NR2F2 inh -4, C8 TRAIL sens 8 and CF NFkB inh 14.
CCOC(=O)c1ccc(N2C(=O)[C@@H](c3ccccc3)[C@H]2c2ccccc2)cc1 was read as TROY NFkB inh -3, KKLEB cytotox 7, SRC2 inh 1, TWEAK Fn14 block -19, NR5A2 inv ag -4, NCOA3 inh 4, EBV LMP1 NFkB 3, NCOA1 inh -31, NR2F2 inh 8, C8 TRAIL sens 22 and CF NFkB inh 6.
`COc1cccc(/C=N/n2c(N)nc3ccccc32)c1OC` gave TROY NFkB inh -44, KKLEB cytotox -26, SRC2 inh -15, TWEAK Fn14 block -20, NR5A2 inv ag -65, NCOA3 inh -50, EBV LMP1 NFkB -10, NCOA1 inh -54, NR2F2 inh -25, C8 TRAIL sens 14 and CF NFkB inh -1.
`NNC(=O)CCN1CCN(C(c2ccccc2)c2ccccc2)CC1` gave TROY NFkB inh 16, KKLEB cytotox -3, SRC2 inh 25, TWEAK Fn14 block 5, NR5A2 inv ag 6, NCOA3 inh -2, EBV LMP1 NFkB -4, NCOA1 inh -11, NR2F2 inh 9, C8 TRAIL sens -6 and CF NFkB inh 4.
`CS(=O)(=O)c1ccc(NCCc2ccc(S(N)(=O)=O)cc2)c([N+](=O)[O-])c1` gave TROY NFkB inh -8, KKLEB cytotox 7, SRC2 inh 19, TWEAK Fn14 block -5, NR5A2 inv ag -21, NCOA3 inh -1, EBV LMP1 NFkB 0, NCOA1 inh 3, NR2F2 inh 4, C8 TRAIL sens 5 and CF NFkB inh 4.
Screening O=C(Cc1cccc(C(F)(F)F)c1)NCc1cccnc1 returned TROY NFkB inh -13, KKLEB cytotox -3, SRC2 inh -17, TWEAK Fn14 block 3, NR5A2 inv ag 10, NCOA3 inh 6, EBV LMP1 NFkB -3, NCOA1 inh 0, NR2F2 inh -17, C8 TRAIL sens -21 and CF NFkB inh 10.
`CC(C(=O)OCC(=O)NC1CCCCC1)N1C(=O)c2ccccc2C1=O` (stereo not drawn) gave TROY NFkB inh 1, KKLEB cytotox -6, SRC2 inh 24, TWEAK Fn14 block -29, NR5A2 inv ag -2, NCOA3 inh 9, EBV LMP1 NFkB -4, NCOA1 inh -14, NR2F2 inh -4, C8 TRAIL sens -9 and CF NFkB inh 6.
O=S(=O)(Nc1cccc(CO)c1)c1cccs1 was read as TROY NFkB inh -1, KKLEB cytotox -10, SRC2 inh 4, TWEAK Fn14 block 0, NR5A2 inv ag 11, NCOA3 inh 5, NCOA1 inh -14, NR2F2 inh 3, C8 TRAIL sens -15 and CF NFkB inh 17.
Screening COc1ccc(S(=O)(=O)N2CCCOC2CNC(=O)C(=O)NCCc2ccco2)cc1OC (stereo not drawn) returned TROY NFkB inh 11, KKLEB cytotox -3, SRC2 inh 8, TWEAK Fn14 block -8, NR5A2 inv ag -5, NCOA3 inh 10, EBV LMP1 NFkB -1, NCOA1 inh -16, NR2F2 inh 24, C8 TRAIL sens 2 and CF NFkB inh 0.
Screening CN1/C(=C\C(=O)COC(=O)CN2C(=O)C3CC=CCC3C2=O)C(C)(C)c2ccccc21 (stereo not drawn) returned TROY NFkB inh -9, KKLEB cytotox -4, SRC2 inh 4, TWEAK Fn14 block 4, NR5A2 inv ag 7, NCOA3 inh 12, EBV LMP1 NFkB 6, NCOA1 inh -4, NR2F2 inh -17, C8 TRAIL sens -5 and CF NFkB inh 3.
Cc1ccc(N(CC(=O)NC(C)C)C(=O)CCC(=O)Nc2ccccn2)c(C)c1 was read as TROY NFkB inh -2, KKLEB cytotox -1, SRC2 inh 17, TWEAK Fn14 block -4, NR5A2 inv ag -9, NCOA3 inh -6, EBV LMP1 NFkB -1, NCOA1 inh -3, NR2F2 inh 8, C8 TRAIL sens 14 and CF NFkB inh -12.
For COc1ccc(CCNC(=O)CN2c3cccc4cccc(c34)S2(=O)=O)cc1 the results were TROY NFkB inh 2, KKLEB cytotox 8, SRC2 inh -55, TWEAK Fn14 block -24, NR5A2 inv ag -2, NCOA3 inh 14, EBV LMP1 NFkB 0, NCOA1 inh -34, NR2F2 inh 16, C8 TRAIL sens -11 and CF NFkB inh -9.
Oc1ccccc1-c1nc(NCC2CCCO2)c2ccccc2n1 (stereo not drawn) was read as TROY NFkB inh 6, KKLEB cytotox 0, SRC2 inh 21, TWEAK Fn14 block 34, NR5A2 inv ag 50, NCOA3 inh -11, EBV LMP1 NFkB -4, NCOA1 inh -7, NR2F2 inh 16, C8 TRAIL sens 14 and CF NFkB inh -38.
COc1ccc(C(=O)NCc2ccccn2)cc1[N+](=O)[O-] was read as TROY NFkB inh 11, KKLEB cytotox 16, SRC2 inh -6, TWEAK Fn14 block -4, NR5A2 inv ag 18, NCOA3 inh 19, EBV LMP1 NFkB -2, NCOA1 inh 17, NR2F2 inh 13, C8 TRAIL sens 0 and CF NFkB inh -4.
`CCOC(=O)N1C(=O)C2(CCCCC2)N(c2ccccc2Cl)C1=S` gave TROY NFkB inh 23, KKLEB cytotox 4, SRC2 inh 19, TWEAK Fn14 block 15, NR5A2 inv ag 12, NCOA3 inh 12, EBV LMP1 NFkB 8, NCOA1 inh 15, NR2F2 inh 25, C8 TRAIL sens -2 and CF NFkB inh 18.
Screening O=C(CSc1nncs1)Nc1ccc2[nH]c(=O)[nH]c2c1 returned TROY NFkB inh -14, KKLEB cytotox 12, SRC2 inh -11, TWEAK Fn14 block -14, NR5A2 inv ag 5, NCOA3 inh -9, EBV LMP1 NFkB 1, NCOA1 inh 0, NR2F2 inh -7, C8 TRAIL sens -23 and CF NFkB inh -24.
Nc1n[nH]c(CCCO)n1 was read as TROY NFkB inh 2, KKLEB cytotox 8, SRC2 inh -21, TWEAK Fn14 block 4, NR5A2 inv ag -9, NCOA3 inh 1, EBV LMP1 NFkB 9, NCOA1 inh 4, NR2F2 inh -4, C8 TRAIL sens 9 and CF NFkB inh 0.
For Cc1cc2[nH]c(=O)c(=O)[nH]c2cc1S(=O)(=O)NCc1ccccc1 the results were TROY NFkB inh 1, KKLEB cytotox -10, SRC2 inh 13, TWEAK Fn14 block 9, NR5A2 inv ag 1, NCOA3 inh 9, EBV LMP1 NFkB -3, NCOA1 inh -10, NR2F2 inh -8, C8 TRAIL sens -4 and CF NFkB inh 2.
For CCCS(=O)(=O)NC(=O)C1(C)CCN(C(=O)c2ccc(SC(F)(F)F)cc2)C1 (stereo not drawn) the results were TROY NFkB inh 3, KKLEB cytotox -12, SRC2 inh -7, TWEAK Fn14 block -15, NR5A2 inv ag -19, NCOA3 inh -14, NCOA1 inh 6, NR2F2 inh -3, C8 TRAIL sens -13 and CF NFkB inh 8.
C=CCn1cc(C(=O)NCCCOCC)c(=O)c2cc(S(=O)(=O)N(CC)CC)ccc21 was read as TROY NFkB inh 6, KKLEB cytotox 3, SRC2 inh 0, TWEAK Fn14 block -20, NR5A2 inv ag -5, NCOA3 inh 8, EBV LMP1 NFkB 0, NCOA1 inh -7, NR2F2 inh 3, C8 TRAIL sens 0 and CF NFkB inh -8.
`C[C@@]12C(=O)Nc3cc(F)ccc3C(=O)N1[C@H]1c3cc(Br)ccc3OC[C@@H]1[C@@H]2c1ccccc1` gave TROY NFkB inh 15, KKLEB cytotox -13, SRC2 inh 5, TWEAK Fn14 block 22, NR5A2 inv ag -8, NCOA3 inh 9, EBV LMP1 NFkB 3, NCOA1 inh 5, NR2F2 inh 7, C8 TRAIL sens 22 and CF NFkB inh 13.
`Cn1c(SCc2nnc3n2CCCCC3)nc2ccccc21` gave TROY NFkB inh 6, KKLEB cytotox 3, SRC2 inh 0, TWEAK Fn14 block -5, NR5A2 inv ag -14, NCOA3 inh 12, EBV LMP1 NFkB 1, NCOA1 inh -2, NR2F2 inh 9, C8 TRAIL sens 21 and CF NFkB inh -14.
COc1ccc(NC(=O)C2(C)Cc3c(-c4ccc(N(C)C)cc4)ccnc3O2)cc1 (stereo not drawn) was read as TROY NFkB inh 20, KKLEB cytotox -11, SRC2 inh 25, TWEAK Fn14 block 22, NR5A2 inv ag 0, NCOA3 inh -1, NCOA1 inh 6, NR2F2 inh 10, C8 TRAIL sens 8 and CF NFkB inh 9.
Screening CCCCC(CC(O)COCCC)c1n[nH]c(=S)n1-c1ccccc1 (stereo not drawn) returned TROY NFkB inh 14, KKLEB cytotox 2, SRC2 inh -3, TWEAK Fn14 block 14, NR5A2 inv ag 6, NCOA3 inh 9, EBV LMP1 NFkB -4, NCOA1 inh 0, NR2F2 inh 12, C8 TRAIL sens -4 and CF NFkB inh 0.
Screening COCCCn1c(C(C)C)nc2oc3cc(OC)ccc3c(=O)c2c1=O returned TROY NFkB inh 8, KKLEB cytotox -6, SRC2 inh -4, TWEAK Fn14 block 2, NR5A2 inv ag 8, NCOA3 inh 10, EBV LMP1 NFkB -10, NCOA1 inh -7, NR2F2 inh 7, C8 TRAIL sens 9 and CF NFkB inh -7.
CCC(C)c1ccc(S(=O)(=O)N2CCN(S(=O)(=O)c3ccc(NC(C)=O)cc3)CC2)cc1 (stereo not drawn) was read as TROY NFkB inh 9, KKLEB cytotox 8, SRC2 inh -3, TWEAK Fn14 block -4, NR5A2 inv ag 15, NCOA3 inh 2, EBV LMP1 NFkB -2, NCOA1 inh -30, NR2F2 inh -21, C8 TRAIL sens 5 and CF NFkB inh -1.
Screening CC(=O)Nc1cc(-c2ccc(C(=O)NC3CC3)cc2)cn2c(-c3cccc(C(C)=O)c3)cnc12 returned TROY NFkB inh -9, KKLEB cytotox -6, SRC2 inh -9, TWEAK Fn14 block -1, NR5A2 inv ag 13, NCOA3 inh -10, NCOA1 inh 9, NR2F2 inh -13, C8 TRAIL sens 10 and CF NFkB inh 12.
Screening CC(C)N(C(=O)COC(=O)c1cncc(Br)c1)C(C)C returned TROY NFkB inh 0, KKLEB cytotox 4, SRC2 inh -9, TWEAK Fn14 block -36, NR5A2 inv ag 13, NCOA3 inh 12, EBV LMP1 NFkB -6, NCOA1 inh -4, NR2F2 inh -5, C8 TRAIL sens 0 and CF NFkB inh 2.
